Screens deposited in PubChem BioAssay by several laboratories.
BioA inh: inhibitors of Mycobacterium tuberculosis BioA enzyme; purified M. tuberculosis BioA enzyme, plate reader; inhibition, % at 9.99 µM; 0.096% of 360,000 active; AID 602481; in the data active = inhibition above about 40%; inconclusive = no clear call, values can overlap the other calls
MazEF act: MazEF (E. coli) toxin RNase activation. P0AE70. activation, % at 20 µM. 0.32% of 350,000 active. AID 504720. FAM/BHQ RNA-DNA oligo cleavage fluorescence, 5 h; in the data active = activation above about 50%
Target sequence (P0AE70 whole entry, looked up): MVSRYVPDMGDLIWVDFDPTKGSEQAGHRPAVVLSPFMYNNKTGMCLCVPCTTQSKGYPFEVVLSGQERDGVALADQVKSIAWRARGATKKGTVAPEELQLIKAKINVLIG
FBA Mtb inh: Mtb fructose-bisphosphate aldolase inhibition; P9WQA3; purified M. tuberculosis FBA, fluorescence read-out; inhibition, % at 1 µM; 2.3% of 360,000 active; AID 588726; in the data active = inhibition above about 27%;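 also: 0% = vehicle and 100% = reference inhibitor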
BoNT F protease: inhibitors of Botulinum neurotoxin F light chain protease | Multiplex microsphere protease cleavage assay, flow cytometry | inhibition, % at 10 µM | 0.22% of 360,000 active | AID 588497; in the data active = inhibition above about 35%, passing the limit was not always enough; inconclusive = no clear call, values can overlap the other calls; also: plate controls were buffer without enzyme for full effect and enzyme alone for no effect
GDH-TPI inh: inhibits GDH-TPI coupling enzymes, artifact for Mtb FBA screen | GDH-TPI coupled enzyme counterscreen, NADH absorbance | inhibition, % at 4.8 µM | 1.2% of 360,000 active; in the data active = inhibition above about 30%;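 also: 0% = DMSO wells and 100% = wells lacking the enzyme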
PrPC surface inh: inhibitors of human cell surface prion protein PrPC; P04156; AID 720596; TR-FRET read-out; inhibition, % at 13.8 µM; 0.43% of 370,000 active; in the data active = inhibition above about 24%; also: 0% = median of the test wells and 100% = reference compound wells
Rv3671c protease: inhibitors of M. tuberculosis serine protease Rv3671c. 0.048% of 320,000 active. P9WHR9. inhibition, % at 5.96 µM; in the data active = inhibition above about 38%;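 also: extracellular domain of Rv3671c used as enzyme; 0% = enzyme with DMSO and 100% = no enzyme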
Target sequence (P9WHR9 whole entry, looked up, the tested form may be a part): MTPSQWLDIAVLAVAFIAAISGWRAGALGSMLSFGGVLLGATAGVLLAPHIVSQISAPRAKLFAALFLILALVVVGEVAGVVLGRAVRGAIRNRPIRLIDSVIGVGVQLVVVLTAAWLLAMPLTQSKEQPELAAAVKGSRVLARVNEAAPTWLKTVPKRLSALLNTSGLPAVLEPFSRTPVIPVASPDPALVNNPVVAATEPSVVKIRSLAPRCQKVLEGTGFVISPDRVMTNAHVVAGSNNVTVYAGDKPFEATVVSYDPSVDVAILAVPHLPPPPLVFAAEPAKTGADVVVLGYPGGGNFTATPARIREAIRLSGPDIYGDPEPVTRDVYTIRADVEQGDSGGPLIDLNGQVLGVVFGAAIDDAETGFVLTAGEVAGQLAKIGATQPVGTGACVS
FadD28 binding: blocks FadD28 binding to the bisubstrate probe; fluorescence polarization; inhibition, % at 12.5 µM; 0.22% of 360,000 active; AID 588549; in the data active = inhibition above about 8.5%, passing the limit was not always enough; inconclusive = no clear call, values can overlap the other calls
UGM FP inh: blocks M. tuberculosis UGM enzyme; P9WIQ1; purified UGM, fluorescence polarization probe displacement; inhibition, % at 10 µM; 0.06% of 320,000 active; in the data active = inhibition above about 10%, passing the limit was not always enough; inconclusive = no clear call, values can overlap the other calls
Target sequence (P9WIQ1 whole entry, looked up): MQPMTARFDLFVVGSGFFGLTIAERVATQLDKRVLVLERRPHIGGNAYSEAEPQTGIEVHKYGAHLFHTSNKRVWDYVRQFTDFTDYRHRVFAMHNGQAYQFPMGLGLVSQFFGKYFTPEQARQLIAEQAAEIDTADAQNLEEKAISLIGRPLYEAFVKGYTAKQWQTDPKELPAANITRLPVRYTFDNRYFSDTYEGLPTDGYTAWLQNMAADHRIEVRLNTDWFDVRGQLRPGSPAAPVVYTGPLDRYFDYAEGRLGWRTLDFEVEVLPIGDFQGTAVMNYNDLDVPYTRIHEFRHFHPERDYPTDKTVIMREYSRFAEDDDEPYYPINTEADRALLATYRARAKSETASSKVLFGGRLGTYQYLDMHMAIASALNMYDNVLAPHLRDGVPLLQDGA
* hit, by the source's call; ? = inconclusive; . = not tested or not shown.

SMILES | BioA inh | MazEF act | FBA Mtb inh | BoNT F protease | GDH-TPI inh | PrPC surface inh | Rv3671c protease | FadD28 binding | UGM FP inh
O=C(NCCc1ccccc1)C(c1ccncc1)N(C(=O)c1csnn1)C1CC1 (stereo unspecified) | . | -3 | -1 | 10 | -6 | -8 | 1 | -0.3 | -2.0
CSc1nc2nc3c(cc2c(=O)[nH]1)C(O)Oc1ccc(C)cc1-3 (stereo unspecified) | . | 5 | 14 | -1 | 20 | 0 | -2 | -0.2 | 1.2
Cc1ccc(NC(=O)CCC(=O)NNC(=O)/C=C/C(=O)O)c(C)c1 | 1.7 | 1 | -3 | 0 | 4 | 2 | 9 | -2.8 | 1.4
COc1cccc2c1N1C(=O)c3c(C(=O)O)cccc3C1CC2(C)C (stereo unspecified) | -0.2 | 3 | -4 | 3 | 11 | 1 | . | -3.5 | .
Cc1cc(C)nc(Nc2ccc(N3CCOCC3)cc2)n1 | . | -1 | 5 | -33 | 7 | -2 | 7 | -2.1 | -0.4
O=C(O)c1ccccc1-c1nc2ccccc2c(=O)[nH]1 | -0.6 | 3 | 1 | -9 | -9 | 2 | 2 | -0.1 | -2.2
CCOCCCNC(=O)/C(C#N)=C/c1ccccc1F | -0.7 | 7 | 2 | 4 | 10 | -2 | 7 | 0.6 | -2.4
N#Cc1ccccc1COC(=O)CCN=C1NS(=O)(=O)c2ccccc21 | 0.6 | 2 | 2 | -2 | 9 | 4 | 2 | -1.0 | -0.2
O=C(NC(=S)Nc1ccc2ncccc2c1)c1ccccc1 | -0.8 | 4 | -1 | -3 | 6 | 5 | -7 | -3.6 | -2.0
Cc1n[nH]c(=O)c2c(NC(=O)CSc3ccccc3F)oc(C)c12 | -1.3 | 6 | 1 | -4 | 10 | -1 | 1 | 1.6 | 1.7
O=C(NCCCNC(=O)c1cnccn1)c1cccc(Cl)c1 | 0.0 | 7 | -2 | 2 | -2 | 0 | -3 | -3.5 | 0.0
O=C(NCCCc1ccccc1)c1cccc(Br)c1 | -0.7 | 13 | 0 | -4 | -3 | -3 | -2 | -0.5 | 3.5
COc1ccccc1C1c2[nH]c3ccccc3c2CCN1Cc1cnc(C)s1 (stereo unspecified) | 2.9 | -5 | 6 | 2 | 3 | -3 | . | -2.2 | .
COc1cccc2c(=O)n(CC(=O)Nc3ccc(F)cc3)ccc12 | 0.2 | -13 | 7 | 10 | 9 | 2 | 2 | -1.6 | 2.0
CCOC(=O)Cn1c(=O)oc2cc(S(=O)(=O)N(C)c3cccc(C)c3)ccc21 | . | -16 | -1 | -4 | -6 | 0 | -3 | -1.6 | -0.7

6 records picked at random from the list so far, as already listed:
SMILES | BioA inh | MazEF act | FBA Mtb inh | BoNT F protease | GDH-TPI inh | PrPC surface inh | Rv3671c protease | FadD28 binding | UGM FP inh
CSc1nc2nc3c(cc2c(=O)[nH]1)C(O)Oc1ccc(C)cc1-3 (stereo unspecified) | . | 5 | 14 | -1 | 20 | 0 | -2 | -0.2 | 1.2
COc1cccc2c1N1C(=O)c3c(C(=O)O)cccc3C1CC2(C)C (stereo unspecified) | -0.2 | 3 | -4 | 3 | 11 | 1 | . | -3.5 | .
O=C(O)c1ccccc1-c1nc2ccccc2c(=O)[nH]1 | -0.6 | 3 | 1 | -9 | -9 | 2 | 2 | -0.1 | -2.2
CCOC(=O)Cn1c(=O)oc2cc(S(=O)(=O)N(C)c3cccc(C)c3)ccc21 | . | -16 | -1 | -4 | -6 | 0 | -3 | -1.6 | -0.7
Cc1n[nH]c(=O)c2c(NC(=O)CSc3ccccc3F)oc(C)c12 | -1.3 | 6 | 1 | -4 | 10 | -1 | 1 | 1.6 | 1.7
O=C(NCCc1ccccc1)C(c1ccncc1)N(C(=O)c1csnn1)C1CC1 (stereo unspecified) | . | -3 | -1 | 10 | -6 | -8 | 1 | -0.3 | -2.0

(listing goes on)
SMILES | BioA inh | MazEF act | FBA Mtb inh | BoNT F protease | GDH-TPI inh | PrPC surface inh | Rv3671c protease | FadD28 binding | UGM FP inh
Cc1cccc(OCC(=O)Nc2ccc(C(=O)Nc3ccccc3C(=O)O)cc2)c1C | -2.3 | -2 | 0 | 4 | -1 | -5 | -49 | -5.6 | 0.3
CCc1ccc(OCC(=O)O/N=C(\N)c2ccncc2)c(Br)c1 | -0.2 | -5 | -1 | 5 | 1 | 4 | 3 | -0.7 | 1.9
Cc1cc(N/N=C/c2ccc(N(C)C)cc2)c2ccccc2n1 | 6.0 | -4 | 28* | ? | 31* | 2 | -3 | 0.0 | 0.4
O=C(Nc1ccccc1C(=O)N1CCN(Cc2ccccc2)CC1)c1ccccn1 | -2.1 | 2 | -2 | 7 | 7 | -4 | 1 | 0.3 | -2.7
O=C(NCc1ccco1)c1cc(C(=O)C2CCCCC2)c[nH]1 | -1.9 | 4 | 3 | -4 | 4 | 1 | -9 | -1.4 | -0.7
COc1cccc(C(=O)NC(=S)Nc2ccc(N(C)C)cc2)c1 | 2.6 | 6 | -5 | -3 | 2 | 7 | -1 | -2.8 | 0.6
COc1ccc(/C=C(\NC(=O)c2ccc(C)cc2)C(=O)N2CCCCC2)cc1 | -1.7 | 7 | 0 | -8 | 10 | 5 | -2 | 0.6 | -1.8
c1ccc(-c2nc(-n3ccnc3)nc(-n3ccnc3)n2)cc1 | . | 13 | 2 | -3 | -7 | 3 | -2 | -5.2 | 1.0
CCCCN1C(=O)/C(=C2\SC(N3CCCCC3)=NC2=O)c2ccccc21 | 0.5 | 7 | -1 | -3 | 10 | -10 | 7 | 1.8 | 1.3
O=C(CSc1nnc(-c2ccccc2O)o1)N1CCc2ccccc2C1 | -0.5 | -4 | -3 | -1 | -12 | 0 | 5 | -3.8 | -0.4
Cc1ccc(C(=O)Nc2nc(C(C)(C)C)cs2)s1 | 0.2 | -2 | -2 | 9 | 9 | 43* | 0 | -6.2 | -0.9
O=C(NC1CCCC1)c1cc2nc(-c3ccccc3)cc(-c3ccccc3)n2n1 | -1.7 | 0 | 2 | -3 | -2 | -2 | 4 | -3.7 | 0.0
O=C(Nc1ccc2c(c1)OCCO2)c1cc(F)c(F)cc1Cl | -0.3 | 2 | 0 | ? | 1 | -6 | 0 | -3.9 | 4.9
Cc1cc(C(=O)OC2CCOC2=O)c2ccccc2n1 (stereo unspecified) | 1.0 | 11 | 3 | -10 | 7 | 5 | 1 | -0.7 | -3.0
Cn1nc(C(=O)Nc2cccc(C(=O)NC3CC3)c2)c2ccccc2c1=O | -1.0 | 3 | 4 | -6 | 5 | -1 | -10 | -2.1 | 0.9
CNS(=O)(=O)c1cc(NC(=O)CCCNC(=O)c2ccc(Cl)cc2)ccc1C | 0.3 | 6 | -1 | -14 | -1 | -1 | 4 | -4.3 | 0.6
Cc1ccc(C(=O)OC2CCCN(C)C2)cc1 (stereo unspecified) | -0.3 | -1 | 6 | 2 | 0 | -8 | -2 | -3.0 | -0.3
COc1ccc(OC)c(NC(=O)CSc2ccc3ccccc3c2)c1 | 3.2 | -6 | -1 | -6 | -2 | 8 | 6 | 1.6 | 1.4
COCc1ccc(C(=O)N2CCCC(Nc3ccc(C(C)C)cc3)C2)s1 (stereo unspecified) | 4.2 | -8 | -1 | 2 | -2 | 0 | 4 | -1.6 | 0.3
CCc1nc2c(OCc3ccccc3C(=O)OC)cccn2c1N(C)C(=O)Nc1ccccc1OC | 0.8 | . | 5 | -5 | 12 | 12 | . | -2.1 | .
O=C(Nc1ccc(NC(=O)C2CC2)nc1)c1ccco1 | -0.3 | 12 | 7 | -12 | 7 | 0 | -2 | -1.0 | 0.2
Cc1ccc2nc(-c3ccc(SCC(=O)Nc4nc(C)cs4)nc3)[nH]c2c1 | -1.2 | 27 | 12 | -2 | 7 | -5 | -27 | -4.3 | -1.3
NC(=O)C1=C[C@@H](c2ccc(Br)cc2)C[C@@H](OCc2ccc(CO)cc2)O1 | 2.6 | 5 | 2 | 11 | -6 | -2 | 5 | -6.9 | 0.7
O=[N+]([O-])c1cccc(-c2nnnn2-c2cccc(F)c2)c1 | 0.0 | 8 | -1 | -5 | 6 | -20 | 9 | -0.9 | -1.7
CN(C)C(CNC(=O)CCc1nc2ccccc2s1)c1ccccc1 (stereo unspecified) | 0.4 | 5 | -4 | 5 | 3 | -11 | -8 | -0.4 | -3.4
O=C(COc1ccccc1[N+](=O)[O-])OCC(=O)c1ccc(Br)s1 | -3.0 | -6 | -1 | -10 | 11 | 3 | 5 | -0.3 | 0.7
CC1CCCC(C)N1C(=O)COC(=O)CNC(=O)c1ccc(Cl)cc1Cl (stereo unspecified) | . | -5 | 3 | 4 | 1 | -5 | 7 | -1.0 | 1.0
Cc1cccc(Nc2nnc(SCC3CCCCO3)s2)c1 (stereo unspecified) | . | -7 | 1 | -30 | 11 | 7 | -3 | -1.6 | -3.6
Cc1ccnc(NC(=O)Cc2ccc(F)cc2)n1 | . | 0 | 4 | -9 | -8 | 2 | -1 | -3.3 | 0.5
CCCCn1nnnc1C(CCSC)N1CCN(C/C=C/c2ccccc2)CC1 (stereo unspecified) | -2.7 | . | 0 | 3 | . | 4 | . | -0.7 | .
CSC1=NCCN1S(=O)(=O)c1ccc(C)cc1 | . | -2 | 1 | 2 | 5 | -4 | -2 | -4.1 | -1.2
Cc1ccc(-c2nc(-c3ccc(Cl)cc3)sc2CC(=O)O)c(C)c1 | . | 3 | 6 | -2 | -5 | -9 | 0 | -5.1 | -2.7
Cc1ccc(P(=S)(c2ccc(C)o2)N2CCOCC2)o1 | -0.8 | -3 | 1 | -6 | -10 | 10 | -2 | -6.9 | -5.1
CC1C(=O)CCN(C(C)C)C1C (stereo unspecified) | . | -7 | 1 | -8 | -10 | -1 | 6 | -1.8 | -1.7
CN(C(=O)CCNC(=O)Cn1cnc2ccccc2c1=O)c1ccc(F)cc1 | -0.4 | -2 | 0 | -25 | -6 | 6 | -5 | -3.1 | 2.1
COc1ccc(C2NCCc3[nH]cnc32)cc1 (stereo unspecified) | 2.6 | 0 | -2 | -8 | -8 | -6 | -3 | -4.0 | 1.6
Cc1cc(OCC(=O)NC(C)C)ccc1Cl | -0.5 | -1 | 1 | -1 | -1 | 3 | 5 | -1.4 | 3.4
CC(C)CNC(=O)c1cccc(NC(=O)CSc2ccc(Cl)cc2)c1 | . | 0 | 2 | 0 | -3 | 10 | 0 | -1.7 | 3.0
CC(C)NC(=O)NC1C2CC3CC(C2)CC1C3 (stereo unspecified) | 3.2 | 4 | 2 | 5 | -1 | 0 | -2 | 1.4 | -5.6
O=C(NCc1ccc(F)cc1)c1cc(C2CCCCN2C(=O)CCc2ccccc2)on1 (stereo unspecified) | -0.2 | . | -2 | 5 | -3 | -6 | . | -3.1 | .
CCCC(=O)Nc1cccc(NC(=O)c2ccccc2Br)c1 | 1.2 | 10 | 3 | -12 | 0 | -7 | 4 | -0.9 | 1.1
NC(=O)C1CCN(C(=O)C23CC4CC(CC(C4)C2)C3)CC1 | -0.6 | 8 | -7 | -10 | 9 | -4 | 7 | -2.2 | 1.7
C=CCNc1nc(NCCN2CCOCC2)nc(N2CCOCC2)n1 | -2.0 | 10 | 6 | -6 | 4 | 1 | 4 | 1.0 | -3.2
COc1ccc(C(=O)COC(=O)Cn2nnc3ccccc32)cc1Br | 0.6 | -1 | 2 | 2 | 15 | 5 | -1 | -2.5 | -0.4
CN(C)CCNCc1ccccc1OC1CCCC1 | -1.5 | 5 | 2 | -19 | 8 | -4 | -2 | -1.6 | -2.7
CCN(CC)CC(=O)n1c2c(c3ccccc31)CCCC2 | 2.9 | 10 | -7 | -6 | -18 | 1 | 6 | -5.0 | 1.8
COc1ccc(S(=O)(=O)N2CCC(O)(c3ccc4c(c3)OCO4)CC2)cc1 | . | 3 | 1 | -5 | 2 | -2 | 8 | -1.6 | 1.8
C=C(C)[C@@H]1C2=CC(C(=O)OC)=C(C[C@H](C(=C)C)[C@H]3O[C@H]3C3=C[C@H]1OC3=O)O2 | 0.7 | . | 1 | 4 | 6 | 10 | . | -4.6 | .
CCOC(=O)Cc1csc(NC(=O)c2ccc3ccccc3n2)n1 | . | 7 | 0 | -10 | 7 | -7 | -7 | -2.4 | 2.5
CN(C)S(=O)(=O)Nc1ccccc1F | . | -3 | 1 | 2 | 2 | 6 | 6 | 0.3 | -1.2
COC(=O)[C@@H](NCc1cccc(CN[C@H](C(=O)OC)C(C)C)c1)C(C)C | 3.0 | 1 | 0 | 2 | -1 | 3 | 4 | -4.1 | 0.9
